Screens as filed in PubChem BioAssay.
SRC1 TRFRET art – TR-FRET detection interference compounds, primary screen, artefact control for PPARgamma SRC-1 recruitment agonists, biochemical, TR-FRET emission ratio | TR-FRET ratio at 8 µM | AID 1051, 2008 | 99,000 compounds, 0.34% hits | TR-FRET detection artefact counter-screen; active compounds read high; in the data active means TR-FRET ratio above about 2300; further: inactives centre near 1800
SRC3 TRFRET art – TR-FRET detection interference compounds, artefact control for PPARgamma SRC-3 recruitment agonists, biochemical, TR-FRET ratio. TR-FRET artefact counter-screen, PPARgamma/SRC-3 format; active compounds read high. TR-FRET ratio at 8 µM. AID 1048, 2008. 99,000 compounds, 0.39% hits; in the data active means TR-FRET ratio above about 2000; further: inactives centre near 1600
* = called active by the depositor.

no.	SMILES	SRC1 TRFRET art	SRC3 TRFRET art
1	CC(=O)N[C@@H](Cc1c[nH]c2ccccc12)C(=O)OCC(=O)NCc1ccc2c(c1)OCO2	1642	1550
2	COc1ccc(/C=C/C(=O)N2CCN(C)CC2)cc1S(=O)(=O)N1CCCCC1	1801	1611
3	Cc1cccc(-c2ncc(CN3CCN(CC(C)C)C(CCO)C3)cn2)c1 (stereo not drawn)	1822	1815
4	O=C(NCc1ccccc1)c1cccc(S(=O)(=O)NCc2ccccc2)c1	1850	1492
5	COc1ccccc1N1C(=O)C(Cl)=C(Nc2ccccc2O)C1=O	1825	1446
6	Cc1oc(-c2ccccc2)cc1C(=O)NC(Cc1c[nH]c2ccccc12)C(=O)O (stereo not drawn)	1884	1610
7	CCOC(=O)N1CCN(CC(=O)Nc2sccc2C#N)CC1	1330	1521
8	CCCCOc1ccc(/C=C/C(=O)Nc2ccc([N+](=O)[O-])cc2C)cc1	1762	1509
9	O=C1c2ccccc2NC(c2cccc(O)c2)N1NS(=O)(=O)c1ccccc1 (stereo not drawn)	2007	1368
10	CNCc1nc2ccccc2[nH]1	1877	1337
11	CC(C)(C)NC(=O)C(c1ccc(O)cc1)N(C(=O)CCC(=O)Nc1nccs1)c1cccc(F)c1 (stereo not drawn)	1898	1321
12	O=C(OCCN1C(=O)c2cccc3c(N4CCOCC4)ccc(c23)C1=O)c1ccccc1Cl	1960	1852
13	COc1ccc(N/C=C/c2nc(SC)nnc2C)cc1	1904	1618
14	Nc1ccc2c(c1)COc1ccccc1O2	1678	1383
15	CC1CCN(CCOc2ccc(Cl)c(Cl)c2)CC1	1658	1481
16	COc1cc(CNc2ccc(N3CCCC3)cc2)ccc1OCc1ccccc1F	1807	1692
17	COc1ccc(C(=O)NCc2nnc(SCC(=O)Nc3ccccc3OC)n2C)cc1	1821	1601
18	O=c1c2sc3nc(N4CCOCC4)c4c(c3c2ncn1-c1ccccc1)CCCC4	1916	1752
19	C=CCN(CC=C)C(=O)c1ccc(OC2CCN(Cc3ccccn3)CC2)cc1	1328	1588
20	CC(=O)N/N=C/c1cc(C(C)C)cc(/C=N/NC(C)=O)c1O	1805	1239
21	Nc1nccnc1C(=O)OCC(=O)Nc1cccc(S(=O)(=O)N2CCCCC2)c1	1690	1526
22	Cc1ccc(CNS(=O)(=O)NCc2ccc(Cl)cc2)cc1	1809	1450
23	COc1cc(C(=O)/C=C/Nc2ccc(NC(C)=O)cc2)cc(OC)c1OC	1993	1526
24	Cn1c(CNC(=O)c2ccco2)nnc1SCC(=O)c1ccccc1	2050	1374
25	CCCN1C(=O)/C(=C2/C=Cc3ccccc3N2CC)SC1=S	1917	1550
26	Cc1ccccc1N=Nc1c(C)[nH]n(-c2ccccc2)c1=O	1791	1583
27	CCCN(CC(=O)Nc1ccc(C(N)=O)cc1)CC(=O)Nc1cc(Cl)ccc1Cl	1744	1732
28	COC(=O)Cc1c(C)[nH]n(-c2cc(Cl)cc(Cl)c2)c1=O	2081	1705
29	O=C(CCc1nnc(C2CCCCC2)o1)N1CCN(Cc2ccccc2)CC1	1803	1579
30	CC(C)C[C@H](NC(=O)OC(C)(C)C)c1n[nH]c(=S)n1N	1785	1502
31	COc1cc(NC(=S)NCc2cccs2)cc(OC)c1	1755	1566
32	CCC(C)/C=C/C1=CC2=C(Cl)C(=O)C3(C)OC(=O)C(C(=O)C(C)C(C)O)C3C2=CO1 (stereo not drawn)	1906	1588
33	CC(C)CC(NC(=O)C(CO)NC(=O)C1CCC(=O)N1)C(N)=O (stereo not drawn)	1536	1392
34	COC(=O)CC1C(=O)NCCN1C(=S)Nc1ccccc1Cl (stereo not drawn)	1652	1488
35	O=C(Nc1cccnc1)/C(N=Nc1ccc(Cl)c(C(F)(F)F)c1)=C(\O)c1ccccc1	1842	1339
36	COc1ccccc1OCCOCCOc1ccccc1Cl	1643	1376
37	Cc1cc(C)n(C2CC(=O)N(c3cccc(Cl)c3)C2=O)n1 (stereo not drawn)	1917	1491
38	CCSC1=N/C(=C\c2cccc(F)c2)C(=O)S1	1930	1427
39	Cc1ccc2c(COC(=O)CNC(=O)c3ccccc3)cc(=O)oc2c1	1756	1462
40	COC(=O)N/N=C/c1cc(C)n(-c2ccc(F)cc2)c1C	1933	1720
41	Cc1[nH]c2ccc(F)cc2c1CCNC(=O)C1CCCCC1C(=O)OCC(F)(F)F (stereo not drawn)	2259	1720
42	O=C(NC(=S)NCC1CCCO1)c1ccccc1[N+](=O)[O-] (stereo not drawn)	1747	1519
43	Cc1ccc(N(CC(=O)NCCSc2ccccn2)S(C)(=O)=O)cc1	1783	1696
44	O=C1CC(Sc2nnc(-c3ccccc3O)o2)C(=O)N1c1ccccc1 (stereo not drawn)	1999	1448
45	CC12CCC(C(=O)Nc3nc4ccc(Br)cc4s3)(OC1=O)C2(C)C (stereo not drawn)	1798	1682
46	CCNC(=O)NS(=O)(=O)c1cnccc1Nc1cccc(Cl)c1	1965	1845
47	O=C(CCn1c(=O)c2ccccc2n(Cc2cccc([N+](=O)[O-])c2)c1=O)N1CCc2ccccc2C1	1868	1564
48	Cc1ccccc1C1=N/C(=C/c2cccs2)C(=O)O1	1859	1588
49	Fc1ccc(NCc2n[nH]c(=S)n2Cc2ccccc2)cc1	1734	1532
50	O=C1/C(=C/c2ccccn2)COc2ccccc21	1729	1223

30 of the compounds above, with one line to a screen:
1: CC(=O)N[C@@H](Cc1c[nH]c2ccccc12)C(=O)OCC(=O)NCc1ccc2c(c1)OCO2
2: COc1ccc(/C=C/C(=O)N2CCN(C)CC2)cc1S(=O)(=O)N1CCCCC1
3: Cc1cccc(-c2ncc(CN3CCN(CC(C)C)C(CCO)C3)cn2)c1 (stereo not drawn)
4: O=C(NCc1ccccc1)c1cccc(S(=O)(=O)NCc2ccccc2)c1
5: COc1ccccc1N1C(=O)C(Cl)=C(Nc2ccccc2O)C1=O
6: Cc1oc(-c2ccccc2)cc1C(=O)NC(Cc1c[nH]c2ccccc12)C(=O)O (stereo not drawn)
7: CCOC(=O)N1CCN(CC(=O)Nc2sccc2C#N)CC1
8: CCCCOc1ccc(/C=C/C(=O)Nc2ccc([N+](=O)[O-])cc2C)cc1
9: O=C1c2ccccc2NC(c2cccc(O)c2)N1NS(=O)(=O)c1ccccc1 (stereo not drawn)
10: CNCc1nc2ccccc2[nH]1
compound no.	1	2	3	4	5	6	7	8	9	10
SRC1 TRFRET art	1642	1801	1822	1850	1825	1884	1330	1762	2007	1877
SRC3 TRFRET art	1550	1611	1815	1492	1446	1610	1521	1509	1368	1337

11: CC(C)(C)NC(=O)C(c1ccc(O)cc1)N(C(=O)CCC(=O)Nc1nccs1)c1cccc(F)c1 (stereo not drawn)
12: O=C(OCCN1C(=O)c2cccc3c(N4CCOCC4)ccc(c23)C1=O)c1ccccc1Cl
13: COc1ccc(N/C=C/c2nc(SC)nnc2C)cc1
14: Nc1ccc2c(c1)COc1ccccc1O2
15: CC1CCN(CCOc2ccc(Cl)c(Cl)c2)CC1
16: COc1cc(CNc2ccc(N3CCCC3)cc2)ccc1OCc1ccccc1F
17: COc1ccc(C(=O)NCc2nnc(SCC(=O)Nc3ccccc3OC)n2C)cc1
18: O=c1c2sc3nc(N4CCOCC4)c4c(c3c2ncn1-c1ccccc1)CCCC4
19: C=CCN(CC=C)C(=O)c1ccc(OC2CCN(Cc3ccccn3)CC2)cc1
20: CC(=O)N/N=C/c1cc(C(C)C)cc(/C=N/NC(C)=O)c1O
compound no.	11	12	13	14	15	16	17	18	19	20
SRC1 TRFRET art	1898	1960	1904	1678	1658	1807	1821	1916	1328	1805
SRC3 TRFRET art	1321	1852	1618	1383	1481	1692	1601	1752	1588	1239

21: Nc1nccnc1C(=O)OCC(=O)Nc1cccc(S(=O)(=O)N2CCCCC2)c1
22: Cc1ccc(CNS(=O)(=O)NCc2ccc(Cl)cc2)cc1
23: COc1cc(C(=O)/C=C/Nc2ccc(NC(C)=O)cc2)cc(OC)c1OC
24: Cn1c(CNC(=O)c2ccco2)nnc1SCC(=O)c1ccccc1
25: CCCN1C(=O)/C(=C2/C=Cc3ccccc3N2CC)SC1=S
26: Cc1ccccc1N=Nc1c(C)[nH]n(-c2ccccc2)c1=O
27: CCCN(CC(=O)Nc1ccc(C(N)=O)cc1)CC(=O)Nc1cc(Cl)ccc1Cl
28: COC(=O)Cc1c(C)[nH]n(-c2cc(Cl)cc(Cl)c2)c1=O
29: O=C(CCc1nnc(C2CCCCC2)o1)N1CCN(Cc2ccccc2)CC1
30: CC(C)C[C@H](NC(=O)OC(C)(C)C)c1n[nH]c(=S)n1N
compound no.	21	22	23	24	25	26	27	28	29	30
SRC1 TRFRET art	1690	1809	1993	2050	1917	1791	1744	2081	1803	1785
SRC3 TRFRET art	1526	1450	1526	1374	1550	1583	1732	1705	1579	1502

(list continues)
no.	SMILES	SRC1 TRFRET art	SRC3 TRFRET art
51	O=Nc1c2cc(-c3ccccc3)[nH]nc-2c2ccccc12	2060	1556
52	COC(=O)c1ccc(/C=N/Nc2nc3ccccc3[nH]2)cc1	1849	1747
53	O=C(N/N=C(\Cc1ncc[nH]1)c1ccccc1)c1ccccc1	1717	1511
54	Cc1cccc(NC(=S)NCCN2CCOCC2)c1C	1897	1608
55	Cc1ccccc1NS(=O)(=O)c1cc(C(=O)Nc2cccc([N+](=O)[O-])c2)ccc1C	1689	1489
56	O=C(NCc1ccco1)c1ccc(Br)s1	2045	1516
57	O=c1c2ccccc2nnn1Cc1ccc(F)cc1	1552	1401
58	O=C(COc1ccc([N+](=O)[O-])cc1)Nc1cccnc1	1744	1512
59	COc1ccc(NC(=O)c2c(NC(=O)CNCC(C)C)sc3c2CCC3)c(OC)c1	1678	1628
60	CCOC(=O)c1ccc(N2CCN(c3ccccc3F)CC2)c(NC(=O)Nc2ccccc2)c1	1677	1459
61	CCN(CC)C(=O)Cn1cc(C(=O)C(=O)N2CCc3ccccc32)c2ccccc21	1688	1580
62	CCOC(=O)C1CCCN(Cc2cn[nH]c2-c2ccc(F)cc2F)C1 (stereo not drawn)	1457	1567
63	Cc1cc2nc(-c3ccc(SCc4ccc(C(=O)O)cc4)nc3)[nH]c2cc1C	1967	1676
64	Cc1ccc(COc2ccc(/C=N/NC(=O)c3ccc(CN4CCOCC4)cc3)cc2)cc1	1826	1573
65	CN=C1S/C(=C\c2ccc(N3CCCC3)c(F)c2)C(=O)N1C	1791	1768
66	CCS(=O)(=O)c1ccc2c(c1)NC(=O)C(CCCl)O2 (stereo not drawn)	1951	1754
67	Cc1ccc(NC(=O)C(=O)NCC2CCN(C(=O)c3cccc([N+](=O)[O-])c3)CC2)cc1	1417	1492
68	O=C(NC(=S)N1CCN(c2ccccn2)CC1)c1ccccc1	1646	1560
69	COc1cc2c(cc1OC)-c1c(OC)c(OC)cc3ccnc(c13)C2=O	1917	1516
70	O=C(CCc1ccccc1)Nc1ccccc1C(=O)N1CCOCC1	1700	1628
71	Cc1c(-c2ccncc2)oc2ccc(Br)cc2c1=O	1780	1730
72	NC(=S)NC1CCS(=O)(=O)C1 (stereo not drawn)	1808	1536
73	CN(C)C(=O)N1CCCC(C(=O)NCc2ccc(F)cc2Cl)C1 (stereo not drawn)	1773	1587
74	Cc1cc(NC(=O)CN2C(=O)CCSc3ccccc32)no1	1829	1728
75	O=C(O)CSCC(=O)Nc1ccc(C(F)(F)F)cc1	1502	1490
76	O=C(Nc1cccc(C(F)(F)F)c1)n1cc(-c2ccccn2)c(N2CCOCC2)n1	1770	1678
77	COC(=O)N/N=C/C1=CCC2CC1C2(C)C (stereo not drawn)	1819	1670
78	Oc1ccccc1/C=N/N1CCCCC1	2033	1624
79	CCN(CC)c1ccc(NC(=O)CSc2ccsc2[N+](=O)[O-])c(C)c1	1963	1717
80	CC(C)c1nc(CN2CCCCC2)cc(=O)[nH]1	2049	1466
81	O=C(NCc1ccco1)c1ccc(COc2ccc(Cl)cc2)cc1	1776	1408
82	Cc1sc(NC(=O)Cc2ccc3c(c2)OCO3)nc1-c1ccc2c(c1)CCN2C(=O)c1cccc(F)c1	1641	1615
83	CCc1ccc(S(=O)(=O)NCCc2cn3ccc(C)cc3n2)s1	1648	1545
84	COC(=O)CN(c1cc(Cl)ccc1OC)S(=O)(=O)c1ccc(OC)c(OC)c1	1847	1722
85	CCn1nc(C)c(/C=N\NC(=O)c2cccc(OC)c2)c1C	1539	1256
86	COc1ccc(CSc2nc3ccccc3c(=O)n2CCCN2CCOCC2)cc1F	1950	1904
87	Cn1cnnc1SCC(=O)Nc1sccc1C#N	2011	1657
88	O=C(CCCCn1c(=O)[nH]c2ccccc2c1=O)N1CCN(c2ncccn2)CC1	1819	1721
89	CC(=O)c1c(C)[nH]c(C(=O)Nc2nc(-c3ccc(-c4ccccc4)cc3)cs2)c1C	2119	1707
90	COc1cc2c(cc1OC)CN(C1CC(=O)N(c3c(C)cccc3C)C1=O)CC2 (stereo not drawn)	1719	1497

Complete entries as entered above. Values in the order: SRC1 TRFRET art | SRC3 TRFRET art
O=C(NCc1ccco1)c1ccc(COc2ccc(Cl)cc2)cc1 is entered as 1776 | 1408
CCc1ccc(S(=O)(=O)NCCc2cn3ccc(C)cc3n2)s1 is entered as 1648 | 1545

The listing continues.
no.	SMILES	SRC1 TRFRET art	SRC3 TRFRET art
91	Cc1c(NC(=O)COc2ncnc3c(Cl)cc(Cl)cc23)c(=O)n(-c2ccccc2)n1C	1605	1470
92	O=S(=O)(c1ccccc1)N1CCC(N2CCCCCC2)CC1	1955	1429
93	CC(C)N1CC2=C(OC(N)=C(C#N)C2c2cccnc2)/C(=C/c2cccnc2)C1 (stereo not drawn)	2080	1519
94	NC(=S)N/N=C/c1cccc(Br)c1	1544	1631
95	CC(C)Cc1ccc(/C=C/C(=O)N2CCOCC2)cc1	1630	1609
96	CC(=O)N1CCN(c2ncnc3sc(-c4ccccc4)cc23)CC1	1720	1578
97	Cc1cc(C)n(CC(=O)N/N=C/c2ccccn2)n1	1603	1413
98	COc1ccc(NC(=O)c2ccc3nc[nH]c3c2)c(OC)c1	1779	1575
99	N#C/C(=C/c1ccc(N2CCCCC2)o1)C(=O)NCCc1c[nH]c2ccccc12	2058	1319
100	Cc1cccc(-n2cc(-c3ccccc3)c3c(=O)[nH]cnc32)c1	1607	1555

Only part of the results is shown; the hit share may differ from the screen's.
